Lipid storage S3: qHTS Assay for Lipid Storage Modulators in Drosophila S3 Cells; Drosophila S3 cells, BODIPY lipid droplet fluorescence, 18-24 h; cells fed with added oleic acid; lipid storage change, negative = inhibition, % at the top dose, mostly 46.1 µM; hits show Potency in µM; 0.64% of 320,000 active; AID 2685, 2010; active means well fitted inhibition curve with a large enough effect in the signal ratio, with a control signal flat, not every such curve was filed as active; inconclusive means small, poorly fitted or top-dose-only effect, or effect the other way, or a change in a side signal; the % refers to the signal ratio
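Drosophila S3 cells got compounds at several concentrations plus oleic acid (400 uM solution). Laser-scanning cytometry with 488 nm excitation read lipid droplets at 500-530 nm and cells at 575-640 nm. Percent activity was relative to 20 uM Triacsin C.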
Lipid storage S3 cell count max: further read-out of Lipid storage S3, marked with its call; cell number change, %; measured here: cell count max response;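 cells counted by Cell Tracker Red CMTPX staining in the red channel; peak over a dose series mostly up to 46.1 µM; percent activity relative to internal control wells on each plate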
Active calls of the source: *; i = inactive; u = inconclusive; x = not tested or not shown. On the % scale 0 is the no-effect control and ±100 the full control effect; potency means the concentration at half of the fitted maximal effect.

Lipid storage S3,Lipid storage S3 cell count max,Molecule
u,x,CS(=O)(=O)N1CCCC(C(=O)N2CCOCC2)C1 (stereo not drawn)
u,x,CCn1ncc(/C=N/N=C2\CCC3C4CCc5cc(O)ccc5C4CCC23C)c1C (stereo not drawn)
u,x,Cc1ccc(CC2CC(=O)N(CCc3ccc4c(c3)OCO4)C2=O)cc1 (stereo not drawn)
u,x,O=C(Nc1nc2ccccc2[nH]1)c1ccccc1[N+](=O)[O-]
-10%,0,Cc1cc(C(=O)Nc2ccc3c(c2)OCCO3)ccc1[N+](=O)[O-]
u,x,CCN1CCN(CCC(=O)Nc2ccccc2OC)CC1
22%,-1,Cc1nn(-c2ccccc2)c2[nH]c(=O)c(CNc3ccc(N4CCOCC4)cc3)cc12
u,x,O=[N+]([O-])c1ccc(COc2ccc(-c3[nH]ncc3-c3ccccc3)c(O)c2)cc1
-7%,12,C=CCN(CC=C)C(=S)NC(=O)/C=C/c1ccc(OC)cc1
u,x,CN(C)S(=O)(=O)N1CCC(Oc2cccc(C(=O)NC3CCOC3)c2)CC1 (stereo not drawn)
i,17,COc1ccc(N2CCN(S(=O)(=O)c3c(C)nc4scc(C)n4c3=O)CC2)cc1
i,x,CCOc1ccc(N2C(=O)CC(Sc3nccc(C)n3)C2=O)cc1 (stereo not drawn)
u,x,CCN(C(=O)CN1CCOCC1)c1c(N)n(Cc2ccccc2)c(=O)[nH]c1=O
i,x,Cn1c(=O)c2c(nc(NCc3ccc4c(c3)OCO4)n2Cc2ccccc2Cl)n(C)c1=O
u,x,COc1ccc(C(=O)Nc2nnc(Cc3ccc(OC)c(OC)c3)s2)c(OC)c1
u,x,Cc1ccc(CNC(=O)[C@H](C)N2C(=O)N3CCc4c([nH]c5ccccc45)[C@@]3(C)C2=O)cc1
u,x,CN(CC(=O)Nc1ccc(F)c(F)c1F)c1cnccn1
u,x,Cc1cccc(OCCn2c(NC(=O)c3ccco3)nc3ccccc32)c1
u,x,O=C(C1CC1)N1CCc2cc(Br)cc(S(=O)(=O)NCCCN3CCCC3)c21
u,x,COCCN1Cc2c(sc(C)c2C)N(C(=O)c2ccccc2)C1
u,x,CCCn1c(C)cs/c1=N\C(=S)Nc1ccccc1
i,6,COc1ccc(Cl)cc1NC(=O)CC1CCCC1
-1%,3,Cc1cccc(OCC(=O)Nc2ccc(S(=O)(=O)N3CCN(C)CC3)cc2)c1
u,x,O=C(Nc1ccccn1)C1CCN(S(=O)(=O)c2ccc(Cl)cc2)CC1
u,x,COc1ccc(OCC(=O)N/N=C2\CCc3ccccc32)cc1
-2%,4,COC(=O)N/N=C\c1ccc(OC(=O)c2ccco2)cc1
u,x,Cc1ccc(S(=O)(=O)CCc2ccncc2)cc1
i,x,COc1ccccc1NC(=O)C1=C(C)NC(=O)NC1c1ccccc1F (stereo not drawn)
-7%,10,Cc1ccc(C(=O)Nc2ccc(N3CCCC3)cc2)cc1
u,x,CSc1nc2sc3c(c2c(=O)[nH]1)CCCC3
-2%,6,Cc1ccc(NC(=O)c2c(F)cccc2Cl)cc1NS(C)(=O)=O
u,x,Cn1c(=O)c2[nH]c(N3CCCCC3)nc2n(C)c1=O
u,x,CN1CCN(c2ncc(CN3C(=O)c4ccccc4C3=O)s2)CC1
u,x,CCOc1ccc(CCNC(=O)C2CCN(c3nnc(-n4cccc4)s3)CC2)cc1
10%,2,O=S(=O)(c1ccc(NC(=S)NC2CC2)cc1)N1CCOCC1
u,x,CCOc1ccc(CCNC(=O)CS(=O)Cc2nc(-c3ccc(C)cc3)oc2C)cc1 (stereo not drawn)

For convenience, part of the list above.
Lipid storage S3,Lipid storage S3 cell count max,Molecule
-2%,6,Cc1ccc(NC(=O)c2c(F)cccc2Cl)cc1NS(C)(=O)=O
u,x,Cn1c(=O)c2[nH]c(N3CCCCC3)nc2n(C)c1=O
u,x,CN1CCN(c2ncc(CN3C(=O)c4ccccc4C3=O)s2)CC1
u,x,CCOc1ccc(CCNC(=O)C2CCN(c3nnc(-n4cccc4)s3)CC2)cc1
10%,2,O=S(=O)(c1ccc(NC(=S)NC2CC2)cc1)N1CCOCC1
u,x,CCOc1ccc(CCNC(=O)CS(=O)Cc2nc(-c3ccc(C)cc3)oc2C)cc1 (stereo not drawn)

Carrying on.
Lipid storage S3,Lipid storage S3 cell count max,Molecule
-10%,-6,CC(C)(C#N)C(C)(C)c1nn[nH]n1
u,x,CCCC(c1nnnn1C(C)(C)C)N1CCN(c2ccccc2)CC1 (stereo not drawn)
u,x,CCOc1ccc(CCNC(=O)COC(=O)c2nc3nc(C)cc(C)n3n2)cc1OCC
u,x,O=C(Nc1cc(C(F)(F)F)ccc1-n1cncn1)c1ccc(Cl)cc1
i,-14,O=C(NC1CC1)c1ccc2c(c1)N(Cc1ccccc1)CCS2
0%,9,Nc1nc(CCl)nc(N(c2ccccc2)c2ccccc2)n1
u,x,CCn1c(SCC(=O)N2CCOCC2)nc(O)cc1=O
1%,-8,Cc1ccc(-c2ccc(/C=N/NC(=O)c3ccccc3O)o2)cc1
u,x,COc1cc(N/C(N)=N/c2nc(C)cc(C)n2)cc(OC)c1
u,x,Cc1ccc2nc(CCc3ccc(N)cc3)[nH]c2c1
u,x,C(=N\N1CCN(c2ccccn2)CC1)/c1ccccn1
u,x,O=C(CN1C(=O)NC2(CCCC2)C1=O)Nc1ccccc1

Record cards, from the list above. Values in the order: Lipid storage S3, Lipid storage S3 cell count max
CCn1c(SCC(=O)N2CCOCC2)nc(O)cc1=O is listed with u, x
Cc1ccc(-c2ccc(/C=N/NC(=O)c3ccccc3O)o2)cc1 is listed with 1%, -8
CC(C)(C#N)C(C)(C)c1nn[nH]n1 is listed with -10%, -6

Other entries:
Lipid storage S3,Lipid storage S3 cell count max,Molecule
u,x,CN(C)S(=O)(=O)c1cccc(NC(=O)COC(=O)c2c[nH]c(=O)[nH]c2=O)c1
-5%,-3,COc1ccc([C@@H]2CC(=O)c3c(O)cc(O[C@@H]4OC(CO[C@@H]5OC(C)[C@H](O)[C@H](O)C5O)[C@@H](O)[C@@H](O)C4O)cc3O2)cc1O (stereo partly drawn)
u,x,Cc1ccc(CN(CC(=O)N/N=C/c2ccccc2[N+](=O)[O-])S(=O)(=O)c2ccc(C)cc2)cc1
u,x,Cc1ccc(C)c(NC(=O)CSc2n[nH]c(-c3ccncc3)n2)c1
u,x,Cc1ccc(/C([O-])=C(/C(=S)NCCN2CCOCC2)[n+]2ccccc2)cc1[N+](=O)[O-]
u,x,O=C(Cc1ccccc1)NCC(=O)OCC(=O)c1ccc(Cl)c([N+](=O)[O-])c1
u,x,Cc1cccc(C)c1NC(=O)CNC(=O)C12CC3CC(CC(O)(C3)C1)C2
u,x,CCn1c2ccc(F)cc2c2nnc(SCCN3CCCCC3)nc21
u,x,O=C(O)CCCn1cc(NC(=O)c2c(F)cccc2F)cn1
27%,5,O=C(CN1CCCCCC1)Nc1ccccc1[N+](=O)[O-]
u,x,COc1ccccc1NS(=O)(=O)c1ccc(Cl)cc1
u,x,Fc1ccc(-c2ccc(CNCc3ccccn3)o2)cc1
u,x,COc1ccccc1Nc1nc(N)nc(CSc2nccc(C)n2)n1
-4%,-2,COc1ccc(Cn2c(N)c(C#N)c3nc4ccccc4nc32)cc1OC
1%,5,COc1ccccc1NC(=O)c1ccc(NC(=O)CN2CCN(C(=O)c3ccco3)CC2)cc1
i,-17,Cc1cc(C)cc(NC(=O)CCn2ccnc2)c1
i,x,COc1ccccc1CNC(=O)c1c(-c2ccccc2)nn(-c2ccccc2)c1C
u,x,O=C(COc1ccc(F)cc1)N(Cc1cccc(Br)c1)C1CCS(=O)(=O)C1 (stereo not drawn)
u,x,CCn1c(SCC(=O)Nc2cccc(O)c2)nc2c1c(=O)n(C)c(=O)n2C
u,x,O=C(OCCN=C1NS(=O)(=O)c2ccccc21)c1cccnc1
-10%,x,CCOC(=O)c1ccc(NNC(C)=O)c([N+](=O)[O-])c1
u,x,CCC(=O)NCCCOc1ccccc1
-1%,-3,O=C(c1cccc(Br)c1)c1conc1C(=O)c1ccco1
u,x,CCO[C@@H]1OC(C(=O)NCc2ccccc2)=C[C@H](C)[C@H]1CCCO
-12%,-1,CC(OC(=O)c1cc2c(ccc3ccccc32)oc1=O)c1nc2ccccc2s1 (stereo not drawn)
11%,-1,O=C(CC1CCCC1)N1CCN(S(=O)(=O)c2ccccc2)CC1
-4%,6,COc1ccc(OC)c(NC(=O)C2CCCN(S(=O)(=O)c3cccc4nsnc34)C2)c1 (stereo not drawn)
i,x,Nc1c(C(=O)N2CCCCC2)sc(=S)n1-c1ccccc1
u,x,S=C(NCc1ccncc1)Nc1ccc(Br)cc1Cl
3%,12,Cc1nnc(NC(=O)CSc2nnc(CNC(=O)c3ccccc3)o2)s1
0%,4,C/C=C(/C)C(=O)Nc1cccc(C2=NOC3(C2)C[C@@H](C(N)=O)N(C(=O)CC)C3)c1 (stereo partly drawn)
i,-5,COc1ccc(C2=NS(=O)(=O)N(C)C(C(=O)N3CCC(C)CC3)=C2)cc1
u,x,COc1ccc2nc(C)cc(SCC(=O)N/N=C/c3ccccc3)c2c1
u,x,NCCSC1CC(=O)N(c2ccc(Cl)c(Cl)c2)C1=O (stereo not drawn)
25%,-4,COC(=O)c1scc(C)c1NC(=O)c1ccccc1F
-4%,-5,CCCC1C(=O)Nc2ccccc2N1C(=O)c1cccc(C)c1 (stereo not drawn)
13%,x,CCN(CC(=O)NCc1cccs1)C(=O)c1ccc(OC)c(S(=O)(=O)N2CCOCC2)c1
0%,x,CCc1ccc(NC(=O)CN(N=Nc2nonc2C)c2nonc2C)cc1
0%,0,CNC(=O)C12CCC(C)(c3nc4cc(C)c(C)cc4nc31)C2(C)C (stereo not drawn)
u,x,C=CCc1cccc2cc(C(=O)NC)c(=O)oc12
u,x,O=C(Cc1cc(=O)[nH][nH]1)N/N=C/c1cccc2ccccc12
u,x,Cc1cc(C)c2c(N=NN3CCOCC3)[nH]nc2n1
7%,-1,O=S(=O)(c1ccccc1C(F)(F)F)N1CCOCC1
2%,18,O=C(NNC(=O)c1cccc(-n2cnnn2)c1)c1ccccc1
-11%,-12,O=C(Nc1ccc(Cl)cc1)N(Cc1nc2ccccc2c(=O)[nH]1)Cc1cccs1
u,x,CC(=O)c1cccc(NC(=O)NCCc2ccc(Cl)cc2)c1
u,x,Cc1ccc(-c2csc3ncnc(Oc4ccc5c(C)cc(=O)oc5c4)c23)cc1
11%,8,CCc1ccc(N2CC(C(=O)N/N=C/c3cc([N+](=O)[O-])ccc3O)CC2=O)cc1 (stereo not drawn)
u,x,COc1ccc(C(NC(=O)CNC(C)=O)C(=O)Nc2ccc(C(C)C)cc2)cc1 (stereo not drawn)
i,-3,CN(C)CCN(C(=O)/C=C/c1cccs1)c1nc2ccc(Br)cc2s1
u,x,Cc1csc2ncc(C(=O)NC(C)c3ccccc3)c(=O)n12 (stereo not drawn)
1%,-1,c1ccc(CN2CCN(CCOCCOc3cccc4ccccc34)CC2)cc1
-2%,14,CCCNC(=O)CCn1nc(-c2ccccc2)c2ccccc2c1=O
0%,-15,C#CCOCCOCCOCCNc1nc(N2CCN(C(=O)[C@H](C(C)C)n3cc(CCO)nn3)CC2)nc(N2CCN(C(=O)[C@H](CCCCN)n3cc(CCCC)nn3)CC2)n1
14%,20,CCOC(=O)c1sc2nc(C)cc(-c3ccccc3)c2c1N
u,x,CCc1ccc(NC(=O)CSc2nnc(CNC(=O)c3ccco3)o2)cc1
u,x,Cc1ccc(O)c(NC(=O)COc2cc(C)ccc2C)c1
i,-7,CCOc1ccc(/C=C/c2nc(C#N)c(NCCCN(C)C)o2)cc1
u,x,O=C(CN1C(=O)C2C3CC(C(Br)C3Br)C2C1=O)OCC(=O)c1cccc([N+](=O)[O-])c1 (stereo not drawn)
21%,-14,Cc1cccc2c(=O)cc(C)n(CC(=O)N3CCCCC3)c12

3 compounds already listed, arranged by length of the SMILES, falling.
Lipid storage S3,Lipid storage S3 cell count max,Molecule
0%,-15,C#CCOCCOCCOCCNc1nc(N2CCN(C(=O)[C@H](C(C)C)n3cc(CCO)nn3)CC2)nc(N2CCN(C(=O)[C@H](CCCCN)n3cc(CCCC)nn3)CC2)n1
21%,-14,Cc1cccc2c(=O)cc(C)n(CC(=O)N3CCCCC3)c12
u,x,Cc1ccc(O)c(NC(=O)COc2cc(C)ccc2C)c1

The list continues.
Lipid storage S3,Lipid storage S3 cell count max,Molecule
u,x,CCCC(=O)Nc1nnc(CC(=O)N2CCCC2)s1
u,x,Cc1ccc(S(=O)(=O)NC2=NCN(CCc3ccccc3)CN2)cc1
u,x,COc1cc(/C=N/NC(=O)c2cc(C3CC3)[nH]n2)ccc1O
u,x,O=[N+]([O-])c1ccc(Nc2nc(Cl)nc(NCCO)n2)cc1
u,x,Cc1ccc(S(=O)(=O)Nc2ccccc2C(=O)OC(C)C(=O)Nc2ccc3ccccc3c2)cc1[N+](=O)[O-] (stereo not drawn)
-7%,-10,O=C(NNc1cc(N2CCOCC2)nc(N2CCOCC2)n1)c1ccc([N+](=O)[O-])cc1
u,x,Cc1ccccc1N1CCN(Cc2ccc(Br)o2)CC1
-28%,x,O=c1[nH]c(=S)[nH]c2sc3c(c12)CCCCCC3
u,x,COc1cc(OC)c(NS(=O)(=O)c2cc3[nH]c(=O)c(=O)[nH]c3cc2C)cc1Cl
u,x,CCOC(=O)c1sc2nc(C)nc(Nc3ccc(OC)c(OC)c3)c2c1C
u,x,CSc1ccccc1-c1n[nH]c(=S)o1
-30%,-9,CCOc1ccc2c(c1)c1nc3ccccc3nc1n2C
u,x,O=C(CN1C(=O)C2CC=CCC2C1=O)OCC(=O)c1ccc(Cl)c([N+](=O)[O-])c1 (stereo not drawn)
5%,1,Cc1ccc(CSCC(=O)N2CCN(Cc3ccc4c(c3)OCO4)CC2)cc1

Only part of the results is shown; rates above refer to the full screens.
